# Tb PFK inh: inhibitors of T. brucei phosphofructokinase; O15648; AID 485367; hit rate 0.17% among 330,000; T. brucei PFK, ADP-Glo luminescence; Potency, µM (top dose mostly 57.5 µM), for inactives: top-dose activity, negative = inhibition, usual class: inhibitors;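 also: potency is read from the fitted curve at half-maximal effect; 0% = uninhibited 1x PFK enzyme wells and -100% = no-enzyme wells; nearly all actives have a fitted effect of over 60% in size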
#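 PFK 1.25 nM, F6P 0.5 mM, ATP 0.1 mM, 0.1 M TEA pH 8.0, 5 mM MgCl2, 0.01% Tween20, 0.1% BSA; 45 min RT. ADP-Glo readout. qHTS titration up to 57 uM; curves fitted, compounds curve-classed.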
# RORg inh: ROR gamma (mouse) transcription inhibition; P51450; Drosophila S2 Gal4-RORgamma UAS-luciferase reporter, 20 h; Potency, µM (series often up to 53.6 µM), without a hit: at the highest dose activity change, negative = inhibition, usual class: inhibitors; hit rate 5.4% among 310,000; also: potency is read from the fitted curve at half-maximal effect; % is scaled to controls: 0 for no effect and ±100 for the full control effect; nearly all actives have a fitted effect of over 60% in size
#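 Using a luciferase readout, inhibitors were identified by reduced reporter activity in Drosophila cells coexpressing a copper-inducible Gal4–ROR gamma fusion and UAS-driven Photinus luciferase, incubated 20 hr after 700 uM copper sulfate.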
# ELG1 DNA repair: inhibitors of ELG1-dependent DNA repair in HEK293T cells. hit rate 2.3% among 330,000. HEK293T ELG1-luciferase reporter, luminescence, 16 h; DNA damage induced by 5-fluorouridine. AID 504467. Potency, µM (top dose mostly 46.1 µM), for the others: at the highest dose activity change, negative = inhibition, most hits filed as inhibitors; also: potency is read from the fitted curve at half-maximal effect; % is scaled to controls: 0 for no effect and ±100 for the full control effect; nearly all actives have a fitted effect of over 55% in size
#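 In this reporter screen, reduction of luminescence relative to DMSO vehicle indicated activity. Compounds and 5-fluorouridine were added together to 2,000 cells per well, incubated for 16 hr at 37 °C, then developed with ONE-Glo.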
# TRPV1 ag: activates the human vanilloid receptor TRPV1; TRPV1-expressing cells, Fluo-8 calcium influx, agonist mode; hit rate 0.19% among 320,000; AID 540275; activation, % at 8.33 µM; in the data active = activation above about 80%; inconclusive = between about 30% and that limit; also: 0% is about no effect
# Target sequence (Q8NER1 whole entry, looked up): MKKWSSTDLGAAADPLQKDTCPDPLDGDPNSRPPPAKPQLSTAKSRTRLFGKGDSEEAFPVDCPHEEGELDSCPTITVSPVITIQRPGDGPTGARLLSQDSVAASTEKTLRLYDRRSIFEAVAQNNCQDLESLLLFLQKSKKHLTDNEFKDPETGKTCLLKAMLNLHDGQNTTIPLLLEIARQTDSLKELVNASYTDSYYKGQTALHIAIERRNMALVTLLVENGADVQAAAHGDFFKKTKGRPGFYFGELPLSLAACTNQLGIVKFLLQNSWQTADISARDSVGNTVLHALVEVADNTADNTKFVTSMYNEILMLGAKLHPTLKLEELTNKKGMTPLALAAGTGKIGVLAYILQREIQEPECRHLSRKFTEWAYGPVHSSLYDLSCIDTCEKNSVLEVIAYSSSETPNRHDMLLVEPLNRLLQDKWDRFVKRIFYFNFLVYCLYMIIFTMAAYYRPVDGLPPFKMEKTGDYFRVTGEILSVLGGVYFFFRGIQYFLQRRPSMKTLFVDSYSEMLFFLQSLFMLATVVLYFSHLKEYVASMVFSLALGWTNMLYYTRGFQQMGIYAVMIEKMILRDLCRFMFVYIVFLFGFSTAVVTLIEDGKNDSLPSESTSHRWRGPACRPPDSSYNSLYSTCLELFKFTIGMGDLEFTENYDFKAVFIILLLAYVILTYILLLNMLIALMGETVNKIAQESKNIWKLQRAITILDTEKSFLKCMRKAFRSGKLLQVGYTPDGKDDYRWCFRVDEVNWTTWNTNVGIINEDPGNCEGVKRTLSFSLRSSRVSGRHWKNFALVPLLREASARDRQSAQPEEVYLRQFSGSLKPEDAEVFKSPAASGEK
#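 TRPV1-expressing cells were cultured overnight at 35.5C and loaded with Fluo-8 calcium dye for 40 to 90 min at room temperature. After a 10 s baseline, compound was added and calcium influx was read kinetically for 3 min (ex 480/em 520 nm).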
# NPC1 prom act: NPC1 promoter activation | Huh7 NPC1 promoter luciferase reporter, 24 h | Potency, µM (series often up to 9.22 µM), for inactives: top-dose activation, most hits filed as activators | hit rate 2.4% among 320,000;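 also: potency is read from the fitted curve at half-maximal effect; % of control where 0% means no effect; nearly all actives have a fitted effect of over 60% in size; reporter is driven by a mutant NPC1 promoter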
#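 Luminescence from an NPC1 promoter-driven luciferase reporter in stably transfected Huh7 cells was measured after 24 h compound treatment at 37 °C, followed by 10 min ambient incubation with luciferase detection reagent.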
# p53 reactivator: restores transcriptional activity of mutant p53 | H1299 p53-A138V BP100-luciferase reporter, luminescence, 24 h | Potency, µM (titrated, usually from 92.2 µM), for the others: at the highest dose activity change, positive = activation, usual class: activators | hit rate 0.063% among 320,000 | AID 504706; also: potency is read from the fitted curve at half-maximal effect; % of control where 0% means no effect; nearly all actives have a fitted effect of over 45% in size
#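 p53-null H1299 cells stably carrying temperature-sensitive p53-A138V and a BP100-luciferase reporter were pinned with compounds (4-point, 1:5 series) and held 24 hrs at 37 deg C. Luminescence was read 10 min after detection reagent.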
# FLuc modulator: inhibits or activates purified firefly luciferase, miR-21 counter-screen; P08659; purified FLuc, Km substrates, luminescence inhibition; Potency, µM (highest dose often 57.5 µM), for the others: top-dose activity change, negative = inhibition, hits mostly inhibitors; hit rate 6.9% among 360,000;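 also: potency is read from the fitted curve at half-maximal effect; plate controls were vehicle for no effect and reference inhibitor for full effect; nearly all actives have a fitted effect of over 55% in size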
#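 Biochemical qHTS of compounds, final roughly 60 µM downward over six points, against 10 nM purified firefly luciferase using Km concentrations of substrates (10 uM D-luciferin, 10 uM ATP) in Tris acetate pH 7.5 buffer; luminescence output.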
# ELG1 genotox: genotoxicity induction in ELG1-luciferase HEK293T cells; HEK293T ELG1-luciferase reporter, luminescence, 16 h; Potency, µM (highest dose often 46 µM), inactives show at the top dose activity change, positive = activation, hits mostly activators; hit rate 1.3% among 330,000; AID 504466; also: potency is read from the fitted curve at half-maximal effect; % of control where 0% means no effect; nearly all actives have a fitted effect of over 60% in size
#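 Cells (2,000/well) expressing the ELG1-luciferase fusion are dosed by pin tool and kept 16 hr at 37 °C, 5% CO2. Signal comes from ONE-Glo luciferase reagent after 30 min at room temperature.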
# Rab9 promoter act: activates the Rab9 promoter | Huh7 Rab9 promoter-luciferase reporter, luminescence, 24 h | Potency, µM (top dose mostly 9.22 µM), inactives show at the highest dose activation, negative = inhibition, actives largely listed as activators | hit rate 2.8% among 320,000; also: potency is read from the fitted curve at half-maximal effect; % of control where 0% means no effect; nearly all actives have a fitted effect of over 60% in size
#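 Rab9 promoter-driven luciferase in stably transfected Huh7 cells; 1500 cells/well rested 2 h, exposed to compound in DMSO for 24 h at 37 °C, 5% CO2. Luminescence read 10 min after adding luciferase reagent at ambient temperature.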
# VP16 counter: counter-screen for ROR gamma inhibitors: Gal4-VP16 reporter; Potency, µM (titrated, usually from 53.6 µM), for the others: at the highest dose activity, negative = inhibition, most hits filed as inhibitors; hit rate 3.5% among 310,000; Drosophila S2 Gal4-VP16 UAS-luciferase, luminescence, 20 h;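 also: Gal4-VP16 expression switched on by copper sulfate through the metallothionein promoter; potency is read from the fitted curve at half-maximal effect; % is scaled to controls: 0 for no effect and ±100 for the full control effect; nearly all actives have a fitted effect of over 50% in size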
# BRCA1 expr act: increases BRCA1 expression; MCF7-BRCA1-FFLuc reporter, luminescence, 48 h; response scale: scaled: vehicle 0%, 10 µM genistein 100%; Potency, µM (top dose mostly 46.1 µM), for inactives: top-dose activation, hits mostly activators; hit rate 1.1% among 380,000; also: potency is read from the fitted curve at half-maximal effect; nearly all actives have a fitted effect of over 80% in size; some results filed as inactive show a strong effect at the top dose
#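 Compounds are tested at multiple concentrations on MCF7 BRCA1-luciferase reporter cells seeded at 2000 per well; after 48 h, a single luminescence end-point is taken and curves fitted to the normalized data.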
# Starred values were filed as active, the others as inactive; ? = inconclusive; . = not tested or not shown; & = joins results of further samples; [ ] = dose if it differs, or a comment. Unless noted, calls follow the shape of the dose curve; as a rule, active = well fitted curve in the direction sought with a large enough effect; inconclusive = small, poorly fitted or top-dose-only effect, or another doubt; inactive = no such curve, though single readings can be large; an effect the other way counts as inactive or inconclusive.
# Values in the order – Rab9 promoter act	ELG1 genotox	VP16 counter	TRPV1 ag	BRCA1 expr act	Tb PFK inh	ELG1 DNA repair	RORg inh	p53 reactivator	NPC1 prom act	FLuc modulator
1	COc1cc(/C=C/[N+](=O)[O-])ccc1OC(=O)c1cc2ccccc2oc1=O
  10%	?	7.1µM*	-2	-12%	4%	?	16µM*	7%	-18%	6µM*
2	CCOc1ccc(C2C(C(=O)c3ccc(C)o3)=C(O)C(=O)N2CCN2CCOCC2)cc1OC (stereo not given)
  -10%	2%	2%	-3	4%	2%	-1%	-6%	6%	0%	-2%
3	Cc1ccc(S(=O)(=O)N2CCCCC2)cc1
  1%	-3%	-9%	-2	-1%	1%	-1%	10%	12%	-3%	-2%
4	COc1ccc(C(CC(=O)N2CCCC2)c2c(OC)cc(OC)c3ccc(=O)oc23)cc1 (stereo not given)
  -4%	9%	-9%&-4%	9	-10%	-3%	18%	-3%&-13%	-1%	1%	-3%
5	Cc1cc(=O)nc2c3ccccc3n(C(C)C(=O)NCCN3CCOCC3)n12 (stereo not given)
  -3%	2%	-3%	1	-3%	-8%	19%	-32%	5%	0%	0%
6	O=C(O)CC(Cc1ccc(Br)cc1)C(=O)O (stereo not given)
  -1%	-1%	-5%	1	-1%	-5%	5%	-13%	4%	1%	0%
7	CN(c1cccc(NC(=O)COc2ccccc2)c1)S(C)(=O)=O
  ?	?	-12%	-2	?	?	?	0%	?	?	?
8	CC1Cc2ccccc2N1C(=O)c1ccc(N2CCCCC2)c([N+](=O)[O-])c1 (stereo not given)
  0%	-6%	-26%	27	1%	1%	?	?	?	-5%	-17%
9	CCOc1cc(C2C3=C(CC(C)(C)CC3=O)OC3=C2C(=O)CC(C)(C)C3)cc([N+](=O)[O-])c1O
  -4%	4%	1%	0	0%	1%	-9%	-1%	2%	0%	-2%
10	COc1cc(N/N=C/c2ccccc2O)ncn1
  ?	23µM*	7.1µM*	0	-70%[inhibitor]	-3%	?	7.1µM*	?	?	15µM*
11	Cc1cc(C)nc(NS(=O)(=O)c2ccc(NC(=O)c3ccccc3[N+](=O)[O-])cc2)n1
  0%	0%	-4%	0	-15%	-1%	20%	-1%	.	-1%	8%
12	O=C(CSc1nc2c([nH]c3ccccc32)c(=O)n1-c1ccc(F)cc1)NCc1ccco1
  6%	-1%	?	-4	-30%&-11%	1%	?	-31%	-3%	8%	1%&1%
13	CN1CCN(CC(O)COc2ccc(OCC(O)CN3CCN(C)CC3)cc2)CC1 (stereo not given)
  -3%	1%	3%	-4	4%	-2%	7%	-1%	-9%	-4%	1%
14	COc1cccc(/C=C/C(=O)Nc2ccc(N3CCOCC3)cc2)c1OC
  ?	?	-17%	8	48%	1%	?	-5%	9%	28%	?
15	N#C/C(=C(/O)COC(=O)c1ccc2c(c1)OCCO2)c1nc2ccccc2[nH]1
  -3%	0%	16%	1	-35%	1%	-7%	?	3%	-20%	?
16	CC(C)C(NC(=O)/C(=C/c1ccco1)NC(=O)c1ccc(Br)o1)C(=O)O (stereo not given)
  -5%	-1%	-14%	3	1%	10%	14%	0%	14%	-5%	6%
17	O=C(CCN1CCOCC1)c1ccc(Cl)cc1
  -5%	1%	?	2	-19%	-1%	11%	?	-10%	0%	2%
18	COc1cc(C(=O)Nc2cccc(-n3cnnn3)c2)cc(Cl)c1OC
  -7%	2%	-5%	?	-30%	?	?	16%	.	1%	5%
19	Cc1ccc(C)n1-c1nccc(-c2ccco2)n1
  15%	1%	-5%	4	9%	-3%	?	12%	8%	1%	-10%
20	Cc1cccc(N=Nc2c(N)n[nH]c2-c2ccc(Cl)cc2)c1
  6%	0%	?	0	-13%	1%	-2%	12%	-9%	-2%	-3%
21	O=C(CC1SC(N2CCCC2)=NC1=O)Nc1ccc(C(=O)NCc2ccc(F)cc2)cc1 (stereo not given)
  -5%	0%	.	-1	-7%	-6%	15%	.	-2%	2%	2%
22	C=CCn1c(SCC(=O)NCc2cccs2)nnc1C1CCCCC1
  -6%	-1%	-13%	1	-2%	4%	-4%	3%	-1%	0%	1%
23	NC(=O)C1CCN(C(=O)CN2CCc3ccccc32)CC1
  8%	0%	1%	0	-26%	-4%	3%	7%	4%	-1%	1%
24	CCc1cc(CNC(=O)c2cc(COc3ccc(C)nc3)on2)on1
  ?	?	21%	0	?	-2%	?	?	27%	?	17µM*
25	Cc1cc(Nc2ccccc2Cl)n2nnnc2n1
  -5%	1%	-3%	-1	-2%	4%	-1%	15%	-4%	0%	0%
26	COc1ccc(S(=O)(=O)N2CCC(C(=O)NCc3cccnc3)CC2)cc1OC
  -5%	0%	3%	-6	-15%	0%	10%	21%	10%	0%	0%
27	COc1ccc(C(=O)C2CCCN(Cc3cccn3-c3nccs3)C2)cc1OC (stereo not given)
  -6%	-7%	4%	1	-20%	1%	?	-21%	-4%	2%	0%
28	CCOC(=O)C1=C(C)OC(N)=C(C#N)C1c1ccc(O)c(OC)c1 (stereo not given)
  15%	-6%	6%	-3	-5%	1%	0%	-21%	1%	-2%	3%
29	COc1ccc2c(=O)cc(-c3ccccc3F)oc2c1
  ?	?	-13%	?	94%	-3%	?	4%	-2%	?	21µM*
30	O=C(CCc1nc2ccccc2s1)Nc1cccnc1
  -6%	1%	-7%	?	-14%	-2%	5%	?	2%	-3%	?
31	Nc1cc(N)cc(C(=O)OCC(=O)Nc2cc(S(=O)(=O)N3CCCCC3)ccc2Cl)c1
  -2%	-6%	8%	-2	-26%	-1%	-22%	3%	0%	-3%	17µM*
32	Cc1ccc(C2=NCCn3c2c2ccc(C(F)(F)F)cc2[n+]3[O-])cc1
  -3%	3%	.	21	-7%	3%	?	.	-2%	4%	?
33	Cc1cc(C)cc(C(=O)NCC(=O)OCC(=O)N2c3ccccc3NC(=O)C2(C)C)c1
  -1%	-2%	3%	-1	-8%	?	8%	?	-4%	-3%	0%
34	O=C(CCC(=O)N1CCOc2ccccc21)Nc1cc(F)ccc1F
  2%	0%	2%	0	0%	-1%	2%	13%	2%	1%	0%
35	Cc1ccc(S(=O)(=O)N2CCCC2C(=O)NCCc2nc3ccccc3[nH]2)cc1 (stereo not given)
  -3%	-5%	2%	-1	2%	0%	?	12%	-1%	-4%	0%
36	CC(C)n1c(SCC(N)=O)nc2c1c(=O)[nH]c(=O)n2C
  -5%	-3%	-5%	-1	-6%	-9%	?	-4%	-11%	1%	-3%
37	COc1ccc(-n2nc3cc(C)c(NC(C)=O)cc3n2)cc1
  0.32µM*	?	-29%	0	0%	-1%	?	?	4%	0.32µM*	0.6µM*
38	COc1cc(SC)ccc1C(=O)Nc1ccncc1
  -21%	12%	-5%[10 µM]	20	49%	8%	-2%	22%	-3%	0%	?
39	COc1cccc(CNC(=O)N2CCN(c3ccccc3C)CC2)c1
  -1%	0%	8%	?	8%	-11%	0%	6%	-2%	0%	-11%
40	CC(NC(=O)[C@H](NC(=O)[C@@H]1Cc2ccccc2CN1)c1ccccc1)c1ccccc1 (stereo not given in full)
  -1%	4%	-7%	0	4%	2%	21%	-14%	20%	-1%	-1%
41	CC(C)(CO)NS(=O)(=O)c1ccc2c(c1)Cc1cc(S(=O)(=O)NC(C)(C)CO)ccc1-2
  -1%	-2%	2%	-1	-2%	0%	-19%	37%	.	-7%	7%
42	Cc1ccc(-c2nn(C)c(=O)c3ccccc23)cc1CNC(=O)NC1CCCCC1
  -8%	-4%	-8%	-4	-19%	-5%	-9%	2%	-2%	-4%	-1%
43	Cc1c(C(=O)NCc2ccc(S(N)(=O)=O)cc2)oc2ccc(Cl)cc12
  -4%	-5%	-2%	1	-2%	0%	13%	11%	-2%	-2%	-3%
44	C=CCn1c(Cc2cccs2)nnc1SCC(=O)NC1CC1
  1%	5%	2%	3	11%	2%	23%	-15%	-6%	0%	2%
45	CCn1c(C)nc2cc(C(=O)NNC(=S)Nc3ccccc3Cl)ccc21
  ?	?	20µM*	2	4µM*	-9%	?	11µM*	?	?	17µM*

# Assay outcomes deposited in PubChem BioAssay by National Center for Advancing Translational Sciences (NCATS).
